Compound activity as filed in PubChem BioAssay.
Vif-A3F inh: qHTS for Inhibitors of Vif-A3F Interactions: qHTS | HeLa A3F-eYFP + Vif (tagged APOBEC3F with the HIV-1 protein that degrades it), YFP fluorescence increase | Potency, µM (doses to about 46.1 µM), for the others: at the top dose activity, negative = active | 390,000 compounds, 0.2% hits | AID 602313, 2012; also: % of control where 0% means no effect; nearly all actives have a fitted effect of over 65% in size
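HeLa cells stably expressing Vif plus C-terminally eYFP-tagged A3F were seeded, incubated overnight at 37 deg C, dosed with compound, incubated overnight again at 37 deg C. Yellow fluorescence (Ex 488/Em 500-530) reported blocked Vif-mediated A3F-eYFP degradation.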
RXFP1 ag: qHTS Assay for Agonists of the Relaxin Receptor RXFP1 | 370,000 compounds, 0.3% hits | HEK293T-RXFP1 cAMP TR-FRET, 30 min; response scale: percent of porcine relaxin response, buffer zero | Potency, µM (highest dose often 57.5 µM), inactives show at the top dose activation, actives largely listed as activators | AID 2676, 2010 | Relaxin receptor 1 (Homo sapiens), Q9HBX9; also: % is scaled to controls: 0 for no effect and ±100 for the full control effect; nearly all actives have a fitted effect of over 60% in size; many of its hits are not listed in these tables
Target sequence (Q9HBX9 whole entry, looked up): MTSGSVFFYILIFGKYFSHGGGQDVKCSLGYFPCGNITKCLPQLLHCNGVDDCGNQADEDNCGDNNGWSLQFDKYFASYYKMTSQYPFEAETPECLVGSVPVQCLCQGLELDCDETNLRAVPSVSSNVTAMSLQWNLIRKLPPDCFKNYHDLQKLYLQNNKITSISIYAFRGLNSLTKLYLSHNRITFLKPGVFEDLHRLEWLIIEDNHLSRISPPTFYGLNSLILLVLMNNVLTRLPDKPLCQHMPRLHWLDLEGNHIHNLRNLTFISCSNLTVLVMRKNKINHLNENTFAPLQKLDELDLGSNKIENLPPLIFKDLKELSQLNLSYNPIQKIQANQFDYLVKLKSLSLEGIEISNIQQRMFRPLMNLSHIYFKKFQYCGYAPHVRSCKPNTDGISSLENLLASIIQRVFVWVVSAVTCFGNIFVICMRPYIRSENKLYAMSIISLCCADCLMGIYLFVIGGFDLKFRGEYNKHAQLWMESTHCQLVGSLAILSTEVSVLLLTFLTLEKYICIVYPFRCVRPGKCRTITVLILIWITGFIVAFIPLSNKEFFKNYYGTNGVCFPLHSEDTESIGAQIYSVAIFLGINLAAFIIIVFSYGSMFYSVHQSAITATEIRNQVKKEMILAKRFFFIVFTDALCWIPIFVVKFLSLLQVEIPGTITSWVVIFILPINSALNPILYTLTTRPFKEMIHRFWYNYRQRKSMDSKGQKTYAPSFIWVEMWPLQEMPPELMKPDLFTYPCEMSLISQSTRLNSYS
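cAMP rise read by TR-FRET after 30 min, 37C compound exposure (up to 58 uM) in RXFP1-transfected HEK293 cells with Ro 20174 present. EC50 from Hill-equation fits, with 29 nM porcine relaxin as 100% and buffer as basal.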
USP1-UAF1 inh: Inhibitors of USP1/UAF1: Primary Screen; Ubiquitin carboxyl-terminal hydrolase 1 (Homo sapiens), O94782; AID 743255, 2014; recombinant USP1/UAF1, Ub-Rhodamine cleavage fluorescence; Potency, µM (titrated, usually from 57.1 µM), for inactives: at the top dose activity change, negative = inhibition, actives largely listed as inhibitors; 390,000 compounds, 0.23% hits; also: % is scaled to controls: 0 for no effect and ±100 for the full control effect; nearly all actives have a fitted effect of over 60% in size; inactives centre near -12
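USP1/UAF1 complex at 1 nM was preincubated with compound for 15 min at room temperature, then Ub-Rho substrate (150nM final) was added. Fluorescence (480/540 nm) was read kinetically, 6 reads every 60 seconds.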
12-LOX inh: Primary qHTS assay for inhibitors of human arachidonate 12S-lipoxygenase (ALOX12): Round 2. Polyunsaturated fatty acid lipoxygenase ALOX12 (Homo sapiens), P18054. purified 12hLO, xylenol orange hydroperoxide absorbance. Potency, µM (series often up to 108 µM), for inactives: at the highest dose activity change, negative = inhibition, hits mostly inhibitors. 580,000 compounds, 1.1% hits. AID 1671190, 2021; also: % is scaled to controls: 0 for no effect and ±100 for the full control effect
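Purified human 12hLO at 150 nM in 25 mM Hepes, 0.01% Triton X-100, pH 7.0, preincubated 15 min at room temperature with compound. Reaction started with 40 uM arachidonic acid, 30 min at room temperature. Hydroperoxide measured by Fe-xylenol orange, 573/405 nm absorbance ratio.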
rTrxR1 inhibitor: qHTS Assay for Inhibitors of Mammalian Selenoprotein Thioredoxin Reductase 1 (TrxR1): qHTS | Thioredoxin reductase 1, cytoplasmic (Rattus norvegicus), O89049 | recombinant rTrxR1, NADPH fluorescence consumption, selenite substrate | Potency, µM (doses to about 114 µM), inactives show at the highest dose activity change, negative = inhibition, usual class: inhibitors | 390,000 compounds, 1% hits | AID 588453, 2011; also: % is scaled to controls: 0 for no effect and ±100 for the full control effect; nearly all actives have a fitted effect of over 65% in size
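Rat TrxR1 (90 nM in the dispensed reagent) was pre-reduced with 400 uM NADPH for 5 min at room temperature, then incubated with compound for 15 min. After 400 uM selenite was added, NADPH fluorescence (Ex 340/Em 450 nm) was followed for 8 min.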
TrxR1 substrate: qHTS Assay for Substrates of Mammalian Selenoprotein Thioredoxin Reductase 1 (TrxR1): qHTS; Thioredoxin reductase 1, cytoplasmic (Rattus norvegicus), O89049; purified TrxR1 substrate turnover, NADPH consumption readout; Potency, µM (titrated, usually from 114 µM), inactives show top-dose activity change, negative = substrate turnover; 390,000 compounds, 0.01% hits; AID 588456, 2011; also: % is scaled to controls: 0 for no effect and ±100 for the full control effect; nearly all actives have a fitted effect of over 50% in size
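Rat TrxR1, dispensed at 90 nM, was prereduced with 400 uM NADPH (final) for 5 min at ~22 deg C, then incubated with compound 15 min before 400 uM selenite. A first-read NADPH fluorescence drop versus no-compound background flagged substrates.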
Vif-APOBEC3G blk: qHTS for Inhibitors of Vif-A3G Interactions: qHTS. DNA dC->dU-editing enzyme APOBEC-3G (Homo sapiens), Q9HC16. 410,000 compounds, 0.076% hits. AID 602310, 2012. HeLa A3G-eYFP + Vif (tagged APOBEC3G with the HIV-1 protein that degrades it), YFP fluorescence, overnight. Potency, µM (doses to about 46.1 µM), for inactives: at the highest dose activity, negative = active, hits mostly inhibitors;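 also: % is scaled to controls: 0 for no effect and ±100 for the full control effect; nearly all actives have a fitted effect of over 60% in size; hits raise eYFP signal because A3G escapes Vif-driven loss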
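HeLa cells stably expressing Vif and C-terminally eYFP-tagged A3G, seeded overnight at 37 deg C, then exposed to compound by pintool overnight at 37 deg C. Rise in yellow fluorescence (Ex 488/Em 500-530, Acumen) marks blocked Vif-driven A3G degradation.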
RGS4 inhibitor: Inhibitors of Regulator of G Protein Signaling (RGS) 4: qHTS; Potency, µM (doses to about 114 µM), without a hit: at the top dose activity change, negative = inhibition, hits mostly inhibitors; 390,000 compounds, 0.039% hits; Transcreener GDP fluorescence polarization, RGS4-accelerated GTP hydrolysis; AID 504845, 2011; also: % is scaled to controls: 0 for no effect and ±100 for the full control effect; nearly all actives have a fitted effect of over 75% in size; some results filed as inactive show a strong effect at the top dose
Target sequence (P49798 whole entry, looked up): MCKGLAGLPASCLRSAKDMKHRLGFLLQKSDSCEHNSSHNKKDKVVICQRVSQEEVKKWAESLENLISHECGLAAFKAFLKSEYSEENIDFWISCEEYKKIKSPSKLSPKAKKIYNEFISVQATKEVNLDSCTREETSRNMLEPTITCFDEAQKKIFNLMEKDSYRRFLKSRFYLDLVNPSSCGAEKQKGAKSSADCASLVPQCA
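MLSMR compounds (23 nl, pin-transferred) preincubated 10 min at room temperature with a 500nM (2x) first reagent, then RGS4 at 900nM (2x) plus Transcreener GDP mix added; fluorescence polarization (620/688 nm) read before and after 90 min at 30 °C.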
IDH1 R132H inh: qHTS for Inhibitors of mutant isocitrate dehydrogenase 1 (IDH1): qHTS; Isocitrate dehydrogenase [NADP] cytoplasmic (Homo sapiens), O75874; IDH1-R132H enzyme, NADPH consumption, diaphorase/resazurin fluorescence; Potency, µM (series often up to 76.6 µM), inactives show at the top dose activity change, negative = inhibition, usual class: inhibitors; 390,000 compounds, 0.093% hits; AID 602179, 2012; also: % is scaled to controls: 0 for no effect and ±100 for the full control effect; nearly all actives have a fitted effect of over 65% in size
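IDH1-R132H (0.5 ug/mL) preincubated 30 min with compound, then NADPH (0.016 mM) and alpha-KG (2 mM) added; 80 min at RT, pH 7.5. Remaining NADPH coupled via diaphorase/resazurin to fluorescence (540/590 nm); concentration-response curves normalized to no-enzyme control.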
* marks the source's active call; other numbers are inactive results; ? = inconclusive; . = no result given; & = joins results of further samples; [ ] = remark or other dose. Calls follow the shape of the dose curve; as a rule, active = well fitted curve in the direction sought with a large enough effect; inconclusive = small, poorly fitted or top-dose-only effect, or another doubt; inactive = no such curve, though single readings can be large; an effect the other way counts as inactive or inconclusive. Potency is read from the fitted curve at half-maximal effect. Not all compounds are listed, so the mix of outcomes need not match the whole.

SMILES	Vif-A3F inh	RXFP1 ag	USP1-UAF1 inh	12-LOX inh	rTrxR1 inhibitor	TrxR1 substrate	Vif-APOBEC3G blk	RGS4 inhibitor	IDH1 R132H inh
Cc1cc(=O)[nH]c(SCC(=O)Nc2nonc2C)n1	1%	3.3%	-17%	0%	-2%	4%	-3%	-12%	-2%
CC(=O)c1ccccc1NC(=O)CSc1n[nH]c(=O)n1C1CC1	-2%	.	-15%	15%	-14%[2.29 µM]	-9%[2.29 µM]	0%	25%	0%
C[C@H](NC(=O)C1CCN(S(=O)(=O)c2ccccc2)CC1)C(=O)NCc1ccc(Cl)cc1Cl	-2%	-0.4%	-5%	?	4%	-5%	2%	18%[11.4 µM]	22%
CCOC(=O)c1cccc(NS(=O)(=O)c2ccc(-c3cnc(C4CC4)o3)cc2)c1	-3%	0.8%	-23%	?	4%[57.1 µM]	1%[57.1 µM]	?	8%	5%
O=C(CCCn1c(=O)[nH]c2ccc(Br)cc2c1=O)N1CCN(c2cccc(Cl)c2)CC1	0%	1.3%	-3%	0%	18%	-5%	-8%	10%	6%
O=C(C[n+]1cc(-c2ccc(Cl)cc2)n2c1CCC2)Nc1nc(-c2ccc(F)cc2)cs1	?	-0.1%	-16%	126%[activator]	15%	2%	1%	-1%	16%
C=CCn1c(NC(=O)c2ccc(C)cc2)nc2ccccc21	2%	?	-18%	13%	23%	25%	1%	-7%	6%
Cc1oc(-c2ccc(Cl)cc2)nc1CN1CCCC(C(=O)NCc2ccco2)C1 (configuration not stated)	2%	-0.3%	-21%	?	-1%	-5%	0%	-13%	7%
CC(=O)Oc1ccc(-c2ccc(C(=O)Nc3cccc(S(=O)(=O)N4CCOCC4)c3)cc2)cc1	-14%	1.2%	?	-1%	1%[57.1 µM]	-4%[57.1 µM]	-4%	11%	2%
CCCNS(=O)(=O)c1ccc(OCC(=O)OC)cc1	4%	0.2%	1%	2%	8%	3%	-1%	12%	4%
CN(C(=O)c1cccc(NC(=O)Cc2cccc(NC(=O)C3CCN(C(=O)C4CCCCC4)CC3)c2)c1)C1CC1	5%	.	1%	0%	-10%	-10%	5%	-9%	0%
CCn1c(SCC(=O)Nc2ccc(NC(C)=O)cc2)nc2c([nH]c3ccccc32)c1=O	?	-0.6%	-6%	?	-12%	-12%	0%	11%	3%
O=C(Cc1ccccc1)NCC(=O)N1CCC1	3%	0.5%	-1%	0%	2%	-1%	0%	-3%	-5%
COc1ccc(-c2cc(C(=O)Nc3ccc(Cl)cc3Cl)c3ccccc3n2)cc1OC	5%	1.0%	-17%	9%	-15%	22%	-4%	-3%	1%
O=C(CCNS(=O)(=O)c1ccc(Br)s1)Nc1ccc(Cl)cc1	-3%	-0.2%	-17%	-53%	-10%	-5%	3%	-13%	7%
CCOC(=O)c1ccc(NC(=O)C(=O)NCC2(c3ccc(OC)cc3)CCOCC2)cc1	-12%	-0.6%	-2%	0%	16%	-1%	0%	19%	7%
COC(=O)C[C@H]1c2cc(C(F)(F)F)ccc2S(=O)(=O)N1Cc1ccc(OC)cc1	5%	.	-14%	-8%	-4%&18%	4%[57.1 µM]	-4%&-1%	1%	12%
Oc1ccccc1Oc1ncc(Br)c(N2CCOCC2)n1	10%	1.7%	-20%	0%	12%	-1%	-8%	21%	2%
O=C(NCCCN1CCCCC1)C1CCCN(c2ncnc3c2nc2n3CCCCC2)C1 (configuration not stated)	-1%	11%	-13%	-1%	21%	1%	2%	36%	0%
Cc1cccc(NC(=S)NCC23C=CC(O2)C2C(=O)N(c4ccc(Cl)cc4)C(=O)C23)c1 (configuration not stated)	?	3.6%	-6%	?	7.9µM*	-1%	-2%	?	-3%
CCCSc1nc(-c2ccc(OC)cc2)cc(-c2ccccc2OC)c1C#N	1%	14%	-21%	-11%	-7%	8%	-4%	?	0%
CC(c1ccccc1F)n1cc(C(=O)NCCCn2ccnc2)nn1 (configuration not stated)	-1%	-1.5%	-3%	314%[activator]	9%[57.1 µM]	-13%	0%	-12%	-1%
CCN1CCN(c2oc(/C=C/c3ccc(OC)c(OC)c3)nc2C#N)CC1	-1%	6.9%	-13%	-1%&0%	-10%	105%[activator]	-7%	14%	-4%
Cc1c(NC(=O)CSc2ccccn2)c(=O)n(-c2ccccc2)n1C	-6%	-2.9%	-10%	0%	-7%	-10%	-4%	4%	2%
COc1cccc(CNC(=O)CN2C(=O)COc3ccc(S(=O)(=O)N4CCCCC4)cc32)c1	2%&-5%	-0.4%&-0.8%	?	-6%&0%	-3%&1%	-6%&-9%	-1%&2%	19%[11.4 µM]	-10%&-18%

rTrxR1 inhibitor: hit marks shown above.
smiles	RXFP1 ag	USP1-UAF1 inh	12-LOX inh	rTrxR1 inhibitor	TrxR1 substrate	RGS4 inhibitor
Cc1cccc(NC(=S)NCC23C=CC(O2)C2C(=O)N(c4ccc(Cl)cc4)C(=O)C23)c1 (configuration not stated)	3.6%	-6%	?	7.9µM*	-1%	?

Single values from above:
Reading of Cc1cccc(NC(=S)NCC23C=CC(O2)C2C(=O)N(c4ccc(Cl)cc4)C(=O)C23)c1 (configuration not stated) under USP1-UAF1 inh: -6%
Reading of O=C(Cc1ccccc1)NCC(=O)N1CCC1 under RXFP1 ag: 0.5%
Reading of O=C(NCCCN1CCCCC1)C1CCCN(c2ncnc3c2nc2n3CCCCC2)C1 (configuration not stated) under TrxR1 substrate: 1%

(list continues)
SMILES	Vif-A3F inh	RXFP1 ag	USP1-UAF1 inh	12-LOX inh	rTrxR1 inhibitor	TrxR1 substrate	Vif-APOBEC3G blk	RGS4 inhibitor	IDH1 R132H inh
COc1ccc(N(CC(=O)NCc2ccc(F)cc2)C(=O)CCC(=O)Nc2ccccn2)cc1	2%	-1.9%	-16%	-5%	29%[57.1 µM]	-12%[57.1 µM]	-4%	-43%	2%
CCOC(=O)NCC(C#CCN(CC)CC)N(CC)CC (configuration not stated)	1%	1.0%	-17%	0%	14%[57.1 µM]	9%[57.1 µM]	-5%	47%	0%
COC(=O)/C(C#N)=C/c1c(Oc2cccc(C)c2C)nc2ccccn2c1=O	-12%	-4.4%	-4%	?	0%[57.1 µM]	2%[57.1 µM]	0%	-1%	2%
CCOC(=O)C1CCCN(C(=O)Cn2cccc2C(=O)c2ccccc2)C1 (configuration not stated)	-6%	2.9%	-10%	6%	4%	-1%	-2%	25%	4%
CC1=C(C(=O)OCC2CCCO2)C(c2ccsc2)C2=C(CCCC2=O)N1 (configuration not stated)	-11%	2.0%	0%	8%	7%	20%	-5%	6%	1%
O=Nc1c(O)n(Cc2cccc(Cl)c2)c2ccccc12	2%	0.5%	-22%	-20%	6%	1%	-7%	12%	0%
COc1ccc(N(C2CSC2)S(=O)(=O)c2ccccc2)cc1	-6%	2.8%	-2%	-21%	-4%	2%	-5%	-15%	4%
CCN1CCN(S(=O)(=O)c2c(C)cc(C)cc2C)CC1	0%	-1.9%	-8%	0%	-21%	-14%	6%	29%	1%
CCN(CC(=O)Nc1ccc(OC)cc1)C(=O)Cc1ccc(OC)c(S(=O)(=O)N2CCOCC2)c1	0%	1.9%	-21%	225%[activator]	6%	0%	1%	10%	9%
Cn1ccc(C(=O)Nc2ccc(Br)cc2Br)n1	1%	1.4%	3%	-2%	-10%	-7%	2%	24%	2%

Some of the entries so far, as a markdown table:
| SMILES | Vif-A3F inh | RXFP1 ag | USP1-UAF1 inh | 12-LOX inh | rTrxR1 inhibitor | TrxR1 substrate | Vif-APOBEC3G blk | RGS4 inhibitor | IDH1 R132H inh |
| --- | --- | --- | --- | --- | --- | --- | --- | --- | --- |
| CCN1CCN(S(=O)(=O)c2c(C)cc(C)cc2C)CC1 | 0% | -1.9% | -8% | 0% | -21% | -14% | 6% | 29% | 1% |
| CCN(CC(=O)Nc1ccc(OC)cc1)C(=O)Cc1ccc(OC)c(S(=O)(=O)N2CCOCC2)c1 | 0% | 1.9% | -21% | 225%[activator] | 6% | 0% | 1% | 10% | 9% |
